High-throughput results (PubChem)
Epigenetic mod – epigenetic GFP locus derepression in mouse cells; mouse C127i GFP locus derepression, cytometry, 30 h; Potency, µM (doses to about 46.1 µM), without a hit: at the top dose GFP derepression (activation); hit rate 0.09% among 68,000; AID 597; also: % of control where 0% means no effect
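Murine C127i mammary cells carrying a silenced, stably integrated CMV-driven GFP reporter were treated with compound for 30 hours at 37 C. After PBS washes, GFP-positive cells were counted by laser-scanning microplate cytometry.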
Fluorescein fluor – fluorescein region autofluorescence | Compound autofluorescence, 480/540 nm, fluorescein-equivalent; stronger effect = higher value | max fluorescein-equivalent concentration, M | hit rate 0.91% among 59,000; in the data active = max fluorescein-equivalent concentration above about 10 nM; inconclusive = between about 1.1 nM and that limit
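Tris 100 mM pH 8.0; 15 min RT; CCD read, ex 480/em 540 nm. Output: fluorescein-equivalent concentration per compound concentration, from six-point dye series on each plate.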
CRE Fsk mod – modulators of forskolin-stimulated CRE signaling in CHO cells; CHO CRE-bla reporter (cAMP response element driving beta-lactamase), forskolin EC10, beta-lactamase ratio; Potency, µM (series often up to 38.2 µM), without a hit: at the highest dose activity change, negative = inhibition, usual class: activators; hit rate 2.5% among 71,000; AID 662; active = well fitted activation curve with a large enough effect in the signal ratio, with a control signal flat, not every such curve was filed as active; inconclusive = small, poorly fitted or top-dose-only effect, or effect the other way, or a change in a side signal; the % refers to the signal ratio; also: potency is read from the fitted curve at half-maximal effect; % of control where 0% means no effect
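qHTS titration format; CRE-bla CHO reporter; stimulus EC10 NKH 477, a water-soluble forskolin. Read: CCF4 460/530 nm ratio. Potency expressed as AC50 for activators or inhibitors.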
UbGFP stabilizer – ubiquitin-GFP accumulation via proteasome inhibition. AID 526. Ubiquitin-GFP reporter cells, proteasome inhibition, GFP fluorescence; response scale: untreated = 0%, 10 µM MG-132 = 100%. 67,000 tested, under 10 active. Potency, µM (highest dose often 45.9 µM), for inactives: at the top dose activation (GFP accumulation), hits mostly activators; active = well fitted activation curve with a large enough effect, not every such curve was filed as active; inconclusive = small, poorly fitted or top-dose-only effect, or another doubt; inactive = no such curve, though single readings can be large or run the other way; also: potency is read from the fitted curve at half-maximal effect
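Proteasome blockade was scored as a rise in GFP-expressing U2OS cells carrying a ubiquitin(G76V)-GFP construct, imaged after 4 hr compound treatment at 37 °C across a 46 uM–2.9 nM series.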
ERK AVP block – vasopressin-driven ERK pathway inhibition; hit rate 0.99% among 72,000; HEK293-V1b, vasopressin-stimulated pERK AlphaScreen; Potency, µM (titrated, usually from 57.5 µM), inactives show at the highest dose activity, negative = inhibition, hits mostly inhibitors; also: potency is read from the fitted curve at half-maximal effect; % is scaled to controls: 0 for no effect and ±100 for the full control effect; nearly all actives have a fitted effect of over 55% in size
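HEK293 cells stably expressing V1b receptor, preincubated 30 min at 37 °C with compound, then stimulated 5 min with 25 nM vasopressin. Phospho-ERK by AlphaScreen SureFire after 5 h RT; normalized to DMSO and vasopressin; AC50 by Hill fit.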
TexasRed autofl – compound fluoresces in the Texas Red spectral region; max dye-equivalent concentration, M; hit rate 0.06% among 59,000; AID 587; Compound fluorescence, Texas Red channel, 547/618 nm; stronger effect = higher value; in the data active = max dye-equivalent concentration above about 10 nM; inconclusive = between about 1.1 nM and that limit
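Dye-equivalent concentrations come from scaling compound signal (ex 547, em 618 nm) to six Texas Red standard concentrations run on every plate, after 15 min room-temperature incubation in pH 8.0 Tris (100 mM).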
FLuc inh – blocks Photinus pyralis firefly luciferase activity; P08659; purified firefly luciferase, luminescence, 8 min; Potency, µM (top dose mostly 57.1 µM), for inactives: at the highest dose activity change, negative = inhibition, actives largely listed as inhibitors; hit rate 2.2% among 72,000; AID 411; also: potency is read from the fitted curve at half-maximal effect; % is scaled to controls: 0 for no effect and ±100 for the full control effect; nearly all actives have a fitted effect of over 40% in size
Target sequence (P08659 whole entry, looked up): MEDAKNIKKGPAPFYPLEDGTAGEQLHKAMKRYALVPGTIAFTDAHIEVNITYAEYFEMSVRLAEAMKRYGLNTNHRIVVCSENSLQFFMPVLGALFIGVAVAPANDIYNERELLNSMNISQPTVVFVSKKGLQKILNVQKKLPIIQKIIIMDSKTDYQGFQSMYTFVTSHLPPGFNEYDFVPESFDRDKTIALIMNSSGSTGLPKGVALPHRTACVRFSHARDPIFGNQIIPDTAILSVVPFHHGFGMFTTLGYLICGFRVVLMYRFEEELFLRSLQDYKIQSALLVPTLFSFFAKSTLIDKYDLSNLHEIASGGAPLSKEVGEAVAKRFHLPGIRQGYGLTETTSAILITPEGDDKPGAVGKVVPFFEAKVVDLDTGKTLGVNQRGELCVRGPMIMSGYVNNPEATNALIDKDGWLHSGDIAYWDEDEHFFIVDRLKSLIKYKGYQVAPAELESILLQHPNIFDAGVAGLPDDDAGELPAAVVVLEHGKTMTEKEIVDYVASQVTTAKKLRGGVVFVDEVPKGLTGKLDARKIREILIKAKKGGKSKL
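Inhibition of light generation by firefly luciferase from ATP and luciferin was profiled with concentration-response curves per sample, ATP held at 10 uM within the enzyme's linear range. Plates were read by luminescence after an 8-minute ambient incubation.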
4MU fluor – compound fluoresces in the 4-MU spectral region; compound autofluorescence, 340/450 nm, 4-MU equivalents; stronger effect = higher value; max dye-equivalent concentration, M; hit rate 11% among 59,000; in the data active = max dye-equivalent concentration above about 10 nM; inconclusive = mostly about 1.1 nM to 9.6 nM
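Compounds in 100 mM Tris, pH 8.0, incubated 15 min at room temperature, then fluorescence read at 340 nm excitation/450 nm emission. Signal converted to 4-MU dye-equivalent concentration using an on-plate six-point 4-MU standard curve.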
A350 fluor – A350 region autofluorescence; Compound autofluorescence, 340/450 nm, Alexa 350 dye-equivalents; stronger effect = higher value; max dye-equivalent concentration, M; hit rate 11% among 59,000; in the data active = max dye-equivalent concentration above about 10 nM; inconclusive = mostly about 1.1 nM to 9.6 nM
HBB splice mod – modulators of hemoglobin beta chain splicing; HBB splicing reporter cell assay, activation; EGFP reporter with mutant IVS2-654 intron; response scale: normalised to 500 nM splice-correcting PNA; Potency, µM (top dose mostly 46.1 µM), inactives show top-dose activation, actives largely listed as activators; hit rate 0.06% among 65,000; AID 925; also: potency is read from the fitted curve at half-maximal effect; 0% is about no effect
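Compounds were applied for 2 days to HeLa EGFP-654 cells, 500/well in Optimem with 2% FCS. The reporter's EGFP is disrupted by mis-splicing of beta-globin intron IVS2-654. Readout: summed well GFP fluorescence from 488 nm laser scanning; reference was 500 nM antisense […] 654 PNA.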
Hsp90 Hop PPI – changes Hsp90-Hop TPR2A binding signal, up or down. AlphaScreen TPR2A-His6 binding biotin-Hsp90 C-terminal peptide. Potency, µM (highest dose often 57 µM), inactives show at the top dose activity change, negative = inhibition. hit rate 0.44% among 71,000. AID 595; active = well fitted curve in either direction with a large enough effect; inconclusive = small, poorly fitted or top-dose-only effect, or another doubt; also: potency is read from the fitted curve at half-maximal effect; % is scaled to controls: 0 for no effect and ±100 for the full control effect; many of its hits are not listed in these tables
* hit, by the source's call; i = inactive; ? = inconclusive; . = no result given; & = joins results of further samples; ! = repeats disagree; [ ] = remark or other dose. Unless noted, calls follow the shape of the dose curve; as a rule, active = well fitted curve in the direction sought with a large enough effect; inconclusive = small, poorly fitted or top-dose-only effect, or another doubt; inactive = no such curve, though single readings can be large; an effect the other way counts as inactive or inconclusive.

SMILES | Epigenetic mod | Fluorescein fluor | CRE Fsk mod | UbGFP stabilizer | ERK AVP block | TexasRed autofl | FLuc inh | 4MU fluor | A350 fluor | HBB splice mod | Hsp90 Hop PPI
O=c1[nH]c(=O)n(CCc2ccc(F)cc2)c(O)c1C=NCCCN1CCOCC1 | 2% | i | 3% | -3% | -8% | i | 2% | ? | ? | -2.2%[57.5 µM] | -2%
NC(=O)COc1c(F)cc(SCCNS(=O)(=O)c2ccccc2)cc1F | -1% | ? | -9% | 7% | 17% | i | -1% | i | i | 0.8% | -8%
N[C@H](C(=O)O)c1cc(=O)[nH]o1 | 1%&2% | i | ? | 1%&2% | 6% | ? | -2%&-3% | i | i | 1.0% | -5%&-1%
Cc1cc(C)n2nc(SCC(=O)N3CCC4(CC3)OCCO4)nc2n1 | -3% | i | 24% | 10% | -8% | i | 0% | i | i | 0.1% | -5%
COc1cc2[nH]c(=O)n(-c3ccccc3)c(=O)c2cc1OC | ? | i | ? | 9% | -17% | ? | 1% | ? | 1.1e-08M* | -2.3% | -2%
O=C(O)C[C@H]1OCC=C2CN3CC[C@]45c6ccccc6N[C@@H]4[C@H]1[C@H]2C[C@H]35 | 2%[9.22 µM] | i | -1%[7.6 µM] | -10%[9.17 µM] | -14%[11.5 µM] | i | 6%[11.4 µM] | i | i | 2.8%[9.22 µM] | -3%[11 µM]
C[C@]12CN(CC[N+](C)(C)C)C[C@]1(C)[C@@H]1CC[C@@H]2O1 | 9%[9.22 µM] | ? | -4%[7.6 µM] | 6%[9.17 µM] | 2%[11.5 µM] | i | 3%[11.4 µM] | i | i | 2.7%[9.22 µM] | -3%[11 µM]
CN1C(=O)N(C)C(=O)C2(Cc3c(ccc4ccccc34)N(C)C2)C1=O | 6% | ? | ? | -2% | 8% | i | -7% | i | i | -1.6% | -2%
C[C@@H]1O[C@H](O[C@@H]2C=C3CC[C@H]4[C@@H](CC[C@]5(C)[C@@H](c6ccc(=O)oc6)CC[C@]45O)[C@@]3(C)CC2)[C@@H](O)[C@H](O)[C@@H]1O | 0%[20.6 µM] | ? | -9%[17.1 µM] | -7%[20.5 µM] | -7%[25.7 µM] | ? | 0%[25.5 µM] | i | i | -0.4%[20.6 µM] | -2%[26 µM]
CCOc1cc(C2NCc3ccccc3-n3cccc32)ccc1O (configuration not stated) | 0% | i | -3% | 2% | -15% | i | -6% | ? | ? | -2.0% | -4%
CC1(C)CN=C(Nc2ccc(F)c(F)c2)S1 | -2% | . | 13% | 0% | -12% | . | -1% | . | . | -0.4% | -1%
COc1cc(C[C@H](C)N)c(OC)cc1I | 0%&0% | ? | -5%&-5% | -5%&0% | 22%&15% | i | -3%&3% | i | i | 0.6%&1.6% | -11%&-10%
CCCc1[nH]nc2c1C(c1ccc(OC)c(Cn3nnc4ccccc43)c1)C(C#N)=C(N)O2 (configuration not stated) | 3% | ? | ? | 2% | ? | i | -1% | i | i | -1.4% | -5%
CC(C)OC(=O)c1c(N)n(Cc2ccco2)c2nc3ccccc3nc12 | 27%[20.6 µM] | 3.6e-08M* | . | . | . | i | -10%[25.5 µM] | 3e-06M* | 3.3e-06M* | . | .
C=CCN1C(=O)NC(=O)C(Cc2ccc(OC)c(OC)c2)C1=O (configuration not stated) | 2% | i | 5% | 7% | -10% | i | 4% | ? | ? | 1.8% | -3%
CC(C)OCCCNC(=O)c1c(N)n(CC2CCCO2)c2nc3ccccc3nc12 (configuration not stated) | 0% | i | ? | 0% | 4% | ? | 0% | 1.8e-06M* | 2.7e-06M* | -2.8%[0.369 µM] | ?
CN(C)C(=O)Oc1ccc(Cl)c2ccccc12 | 0% | ? | 9% | 2% | -1% | i | -2% | i | i | -0.9% | 4%
CN(N=O)c1ccc(O)c(O)c1 | -1% | ? | -2% | 15% | -7% | i | -4% | i | i | 1.6% | 3.2µM*
O=C(c1ccc2nc3ccc(Cl)cc3c(=O)n2c1)N1CCC2(CC1)OCCO2 | 2% | i | ? | 3% | -2% | ? | -1% | 1.7e-06M* | 2e-06M* | -0.1% | 0%
CNCC(O)c1ccc(O)cc1 (configuration not stated) | 0%[20.6 µM] | ? | -4% | . | -7% | i | 0%[25.5 µM] | i | i | 0.5% | -2%
CC(C)CN1CCCC2(CCN(C(=O)c3ccncc3)CC2)C1 | -2%[9.22 µM] | ? | 1% | -5% | 4% | i | 1%[11.4 µM] | i | i | 1.6% | -1%
COC(=O)c1ccccc1-n1c(C)nc2ccccc2c1=O | -3% | i | 6% | 2% | -7% | i | 2% | i | i | -0.9% | 0%
CCCC[N+]1(C)[C@@H]2CC(OC(=O)[C@@H](CO)c3ccccc3)C[C@H]1[C@H]1O[C@H]12 (some centres not stated) | 0% | ? | -2% | 3% | -18% | i | 0% | i | i | 4.1% | -2%
COc1ccc(N2C(=O)CC(=O)NC2=O)cc1 | 0% | i | 0% | -5% | 4% | i | -2% | i | i | -0.5% | -5%
CCN(CC)C(=O)c1ccc(NC(=O)CSc2nnnn2-c2cc(OC)ccc2OC)cc1 | 1% | ? | -3% | 3% | -29% | ? | -1% | i | ? | -6.9% | -3%

Following part:
SMILES | Epigenetic mod | Fluorescein fluor | CRE Fsk mod | UbGFP stabilizer | ERK AVP block | TexasRed autofl | FLuc inh | 4MU fluor | A350 fluor | HBB splice mod | Hsp90 Hop PPI
C[C@H]1C[C@H](C)C(=O)[C@@H]([C@H](O)CC2CC(=O)NC(=O)C2)C1 | -1% | ? | ? | -7%&-6% | 15% | i | -2% | i | i | . | -8%&-8%
CCCCN=Cc1c(O)n(-c2c(C)cc(C)cc2C)c(=O)[nH]c1=O | -3% | . | ? | -1% | -9% | . | 2% | . | . | 5.1% | -5%
CCCCCCCCC(=O)NCc1ccc(O)c(OC)c1 | 1% | ? | -8% | -3% | 9%&0% | i | -4% | i | i | 0.2% | -3%
CCOC(=O)C1=C(N)OC2=C(C(=O)CCC2)C12C(=O)N1c3c(ccc(C)c32)C(C)=CC1(C)C (configuration not stated) | 5% | ? | -16% | 1% | -10% | ? | 1% | ? | ? | 6.7% | -4%
COCCOC(=O)c1c(N)n(Cc2ccc(OC)cc2)c2nc3ccccc3nc12 | 2% | i | 10µM* | -4% | -18% | ? | -6% | 1.7e-06M* | 2.9e-06M* | -0.1%[0.369 µM] | ?
CCN(CC)CCN=Cc1c(O)n(CCC2=CCCCC2)c(=O)[nH]c1=O | 3% | i | 0% | 1% | 3% | ? | 1% | i | i | -0.3% | -1%
CCOC(=O)c1ncn2c1[C@H]1CCCN1C(=O)c1cc(OC)ccc1-2 | 0%&-1% | ? | 13µM*! | -6%&5% | ? | i | 2%&0% | i | i | 0.9% | -9%&-11%
O=c1c2cc(Cl)cc(Cl)c2nc(CN2CCOCC2)n1-c1ccccc1F | 4% | i | ? | -1% | -14% | i | 1% | i | i | -2.2% | -3%
O=C1c2ccccc2C(=O)N1Cc1nc2ccccc2c(=O)n1-c1ccccn1 | -3% | i | 1% | 0% | -14% | i | 3% | i | i | 0.3% | -2%
CCCCn1c(O)c(C=Nc2c(C)n(C)n(-c3ccccc3)c2=O)c(=O)[nH]c1=O | -3% | i | -7% | 8% | -9% | ? | 1% | 3.1e-07M* | 2.9e-07M* | 2.1% | -3%
CN1CCCC2(CCN(C(=O)c3ccncc3)CC2)C1 | 0%[9.22 µM] | ? | -2% | -8% | 31% | i | -1%[11.4 µM] | i | i | -0.9% | -8%
CCOC(=O)c1cc(C)n(CCc2cnc[nH]2)c1C | 2%[20.6 µM] | i | . | . | . | i | -2%[25.5 µM] | i | i | . | .
O=C1C(Cl)=C(N2CCCCCC2)C(=O)N1c1ccccc1 | 0% | . | 11% | 9% | 31%[activator] | . | -1% | . | . | -8.2% | 25%
FC(F)(F)c1ccc2c(c1)NP(=S)(N1CCOCC1)c1nccn1-2 (configuration not stated) | 0% | i | ? | -5% | 10% | i | 1% | i | i | 2.9% | -3%
Oc1ccc2c3c1O[C@H]1c4[nH]c5c(c4C[C@@]4(O)[C@@H](C2)N(CC2CC2)CC[C@]314)C[C@]1(O)[C@H]2Cc3ccc(O)c4c3[C@@]1(CCN2CC1CC1)[C@@H]5O4 | -1% | . | 5% | 4% | -3% | . | 0% | . | . | . | -17%
CC1(C)CN=C(Nc2ccccc2C(F)(F)F)S1 | 0% | ? | ? | -1% | 5% | i | 5% | i | i | 3.0% | ?
C=C[C@@H]1CN2CC[C@H]1C[C@H]2[C@H](O)c1ccnc2ccccc12 | 2%[9.22 µM] | ? | -5%[7.6 µM] | -6%[9.17 µM] | -12%[11.5 µM] | i | 2%[11.4 µM] | i | i | 2.2%[9.22 µM] | 0%[11 µM]
CN1CCCC2(CCN(C(=O)Oc3ccccc3)CC2)C1 | 5%[9.22 µM] | i | 3% | 6% | -6% | i | -2%[11.4 µM] | i | i | 1.1% | 1%
CC1(C)CC(=O)C(C=NCCN2CCN(C(=O)Cc3ccccc3)CC2)=C(O)C1 | -2% | . | 4% | -6% | -8% | . | 3% | . | . | 1.5% | -2%

This is a subset; the hit share may differ from the screen's.
